# TDP-43 yeast inh = inhibitors of TDP-43 toxicity in yeast. actives 1.8% (n = 410,000). TDP-43 expressing yeast growth rescue, BacTiter-Glo, 24 h. Potency, µM (top dose mostly 46.1 µM), for inactives: at the highest dose growth rescue (activation), hits mostly activators. AID 652104; note: % of control where 0% means no effect; nearly all actives have a fitted effect of over 50% in size
#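 Readout is BacTiter-Glo luminescence of cell growth, so inhibitors register as activators. TDP-43-expressing yeast at OD600=0.02 in galactose medium, after raffinose pregrowth to mid-log, were incubated with compound for 24 hr at 30 deg C.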
# EPAC2 agonist = activates human EPAC2 exchange factor | Q8WZA2 | EPAC2 activation, biochemical qHTS; response scale: 100% = 6.5 mM cAMP response | Potency, µM (series often up to 154 µM), without a hit: at the highest dose activation, most hits filed as activators | actives 0.079% (n = 360,000); note: nearly all actives have a fitted effect of over 50% in size
#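 Nucleotide exchange monitored as fluorescence drop when BODIPY-GDP leaves Rap1B. Reaction: 100 nM EPAC2, 250 nM RAP1B-BODIPY-GDP, 50 uM GDP, room temperature, kinetic read over 30 min. Activity expressed relative to 6.5 mM cAMP.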
# PTHR1 ag = PTHR1 (human) receptor agonism; actives 0.075% (n = 410,000); Potency, µM (top dose mostly 115 µM), for the others: at the top dose activation, hits mostly activators; HEK293 GP2 PTHR1 cells, GloSensor cAMP luminescence, 1 h; AID 743266; Q03431; note: nearly all actives have a fitted effect of over 55% in size; some results filed as inactive show a strong effect at the top dose; inactives centre near -15; many of its hits are not listed in these tables
# Target sequence (Q03431 whole entry, looked up): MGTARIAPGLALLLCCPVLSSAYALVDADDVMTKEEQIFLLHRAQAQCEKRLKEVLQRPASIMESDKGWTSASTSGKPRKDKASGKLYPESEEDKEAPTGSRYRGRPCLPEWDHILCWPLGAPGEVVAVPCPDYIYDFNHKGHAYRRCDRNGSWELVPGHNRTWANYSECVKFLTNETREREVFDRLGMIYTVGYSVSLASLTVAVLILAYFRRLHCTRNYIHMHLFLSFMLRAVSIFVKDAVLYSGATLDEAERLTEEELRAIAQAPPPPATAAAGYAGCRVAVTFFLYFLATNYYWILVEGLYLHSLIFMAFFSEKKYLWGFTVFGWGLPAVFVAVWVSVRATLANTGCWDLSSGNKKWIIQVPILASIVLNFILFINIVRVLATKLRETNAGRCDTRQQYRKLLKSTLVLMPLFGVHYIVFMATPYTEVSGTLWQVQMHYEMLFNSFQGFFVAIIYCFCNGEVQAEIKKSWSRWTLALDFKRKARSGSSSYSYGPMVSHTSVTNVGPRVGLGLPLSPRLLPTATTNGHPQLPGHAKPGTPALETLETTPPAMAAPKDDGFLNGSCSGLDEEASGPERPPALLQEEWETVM
#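 HEK-293-derived GP2 cells expressing PTHR1 and a GloSensor cAMP reporter, 3,000/well, plated overnight, given luciferin plus IBMX (each 0.5 mM as added) for 1 h at 37 °C, then compound for 1 h at 37 °C. Luminescence was read after 15 min at room temperature.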
# EPAC2 antag = antagonists of human EPAC2 | EPAC2 GEF exchange of Rap1B-BODIPY-GDP, fluorescence | AID 720708 | Potency, µM (top dose mostly 114 µM), without a hit: at the highest dose activity, negative = inhibition, most hits filed as inhibitors | actives 0.18% (n = 360,000); note: % is set by controls: 0 for no effect and ±100 for the full control effect; nearly all actives have a fitted effect of over 45% in size; many of its hits are not listed in these tables
# aSyn rescue = rescues yeast growth from alpha-synuclein toxicity; Potency, µM (titrated, usually from 46.1 µM), for inactives: at the highest dose growth rescue (activation), most hits filed as activators; Yeast expressing alpha-synuclein, growth rescue, BacTiter-Glo, 24 h; AID 652106; actives 0.14% (n = 370,000); note: % of control where 0% means no effect; nearly all actives have a fitted effect of over 65% in size
#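 Readout is rescue of growth in alpha-synuclein-expressing yeast, so inhibitors of toxicity appear as activators. Growth after 24 hr at 30 deg C in galactose medium is quantified by luminescence.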
# EPAC1 antag = antagonists of human EPAC1; O95398; EPAC1 GEF assay, Rap1b-BODIPY-GDP exchange fluorescence; Potency, µM (top dose mostly 115 µM), inactives show top-dose activity change, negative = inhibition, most hits filed as inhibitors; actives 0.14% (n = 360,000);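 note: plate controls were vehicle for no effect and positive control for full effect; nearly all actives have a fitted effect of over 50% in size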
# EPAC1 ag = agonists of human EPAC1; O95398; EPAC1 agonist qHTS, biochemical assay; response scale: 100% = response to 6.5 mM cAMP; Potency, µM (series often up to 154 µM), for inactives: at the top dose activation, most hits filed as activators; actives 0.073% (n = 360,000); AID 720707; note: nearly all actives have a fitted effect of over 60% in size
#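 Normalized to 6.5 mM cAMP, activity reflects EPAC1-catalysed release of BODIPY-GDP from Rap1B, followed kinetically over 30 min at 480 nm excitation, 540 nm emission. Reaction contained 100 nM EPAC1, 250 nM Rap1B-BODIPY-GDP, 50 uM GDP.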
# FUS suppressor = rescues growth of FUS-expressing yeast; actives 0.24% (n = 390,000); Potency, µM (titrated, usually from 76.6 µM), without a hit: at the highest dose growth rescue (activation), usual class: activators; S. cerevisiae FUS-expressing, growth rescue, OD600, 24 h;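 note: plate controls were DMSO vehicle for no effect and reference control for full effect; nearly all actives have a fitted effect of over 55% in size; some results filed as inactive show a strong effect at the top dose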
#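 Galactose (2%) drives FUS expression in yeast precultured in raffinose; seeding density OD 0.005. Test compounds incubated 24hr at 30C and 99% humidity before absorbance at 600 nm was measured.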
# Starred values were filed as active, the others as inactive; i = inactive; ? = inconclusive; . = not tested or not shown; & = joins results of further samples; [ ] = another dose, or the depositor's remark. Calls come from the whole dose curve; as a rule, active = well fitted curve in the direction sought with a large enough effect; inconclusive = small, poorly fitted or top-dose-only effect, or another doubt; inactive = no such curve, though single readings can be large; an effect the other way counts as inactive or inconclusive. Potency is the fitted concentration of half-maximal effect.
no.	canonical_smiles	TDP-43 yeast inh	EPAC2 agonist	PTHR1 ag	EPAC2 antag	aSyn rescue	EPAC1 antag	EPAC1 ag	FUS suppressor
1	COc1ccc(S(=O)(=O)N2CCCCC2)cc1NC(=O)C1CC(=O)N(c2ccc3c(c2)OCCO3)C1 (stereo not drawn)	0%	2%	i	3%	7%	1%	-10%	37%
2	O=C(COC(=O)/C=C/c1cccc([N+](=O)[O-])c1)NCCCN1CCCC1=O	10%	1%	i	0%	1%	3%	-6%	-22%
3	CC(=O)c1sc(NC(=O)CS(=O)(=O)c2ccc(F)cc2)nc1C	3%	-2%	i	-8%	4%	-6%	7%	0%
4	O=C(c1ccco1)N1N=C(c2ccc(Br)cc2)CC1(O)C(F)(F)F (stereo not drawn)	-10%	-16%	i	-18%	0%	-5%	-6%	0%
5	O=C1CNC(=O)/C(=C\c2ccccc2)N1	17%	4%	i	5%	4%	-22%	4%	-22%
6	CC1CC(C)CN(c2ccc(C(=O)NCc3ccc4c(c3)OCO4)cc2[N+](=O)[O-])C1 (stereo not drawn)	21%	-6%	i	-5%	9%	-14%	-3%	.
7	CCNC(=O)C1CCCN(Cc2ccc3ccccc3c2Br)CC1 (stereo not drawn)	6%	3%	i	-8%	0%	-4%	2%	-9%
8	O=C1C(=O)c2ccccc2C(O)=C1c1ccccc1F	?	2%	-14%	-11%	-67%[inhibitor]	-11%	-5%	-12%
9	O=C(Nc1ccc(Cl)c(S(=O)(=O)N2CCCCC2)c1)c1cccnc1	9%	3%	i	?	12%	-4%	-11%	21%
10	COc1ccccc1NS(=O)(=O)c1ccc(C(=O)NCc2ccc(S(N)(=O)=O)cc2)cc1	0%	1%	i	22%	1%	-11%	-8%	11%
11	CCC(C(=O)NCCC1=CCCCC1)n1nc(C)c2c(C)n(-c3ccccc3)nc2c1=O (stereo not drawn)	27%	-2%	i	-1%	6%	2%	-9%	3%
12	O=C(C/C=N/OCc1c(Cl)cccc1Cl)c1cnc(-c2ccccc2)s1	1%	2%	i	6%	-3%	9%	-2%	7%
13	Cc1ccc(S(=O)(=O)N(C)c2ccc(OC(=O)c3cc(=O)[nH]c4ccccc34)cc2)cc1	1%	8%	-51%[inhibitor]	1%	-1%	8%	-14%	-31%
14	Cc1cnn(-c2cc(N/N=C/c3ccccc3Cl)ncn2)c1	-24%	5%	i	26%	-19%	0%	1%	23%
15	Cc1cc(C)cc(NC(=O)CSc2nnc(CNC(=O)c3ccco3)n2C)c1	-11%	0%	30%	2%	-1%	10%	12%	.
16	Nc1ccn([C@H]2CC[C@@H](CO)O2)c(=O)n1	22%	5%	-3%	-12%	-1%&-9%	-19%	-20%	-34%
17	O=C(c1ccco1)N1CCN(Cc2cc(=O)oc3cc(O)ccc23)CC1	20%	3%	i	0%	2%	1%	3%	29%
18	CCN(CC)S(=O)(=O)c1cc(NC(=O)CSc2nccn2C)ccc1C	3%	19%	-19%	-1%	-2%	-29%	-4%	23%
19	CSc1ncccc1C(=O)OCC(=O)NC1CCCC1	29%	-13%	i	-3%	4%	-9%	6%	.
20	CC1CN(C(=O)COC(=O)c2cc(=O)[nH]c3ccccc23)CC(C)O1 (stereo not drawn)	23%	6%	i	-3%	2%	1%	-9%	-10%
21	O=S(=O)(c1ccc2c(c1)OCCO2)N1C[C@@H]2C[C@H]1CN2S(=O)(=O)c1c(F)cccc1F	.	5%	-10%	11%	.	-4%	-11%	27%
22	COC(=O)C1=C(C)NC(=O)NC1C1CC=CCC1 (stereo not drawn)	-6%	12%	i	0%	-5%	1%	7%	-10%
23	CCOC(=O)c1cocc1C(=O)O	-7%	8%	-4%	0%	0%	6%	11%	.
24	CC(=O)c1ccc(NC(=O)C2C3C=CC(O3)C2C(=O)O)cc1 (stereo not drawn)	-9%	4%	28%	1%	1%	-3%	11%	15%
25	Cc1cc(C)c2c(ccc3ccccc32)n1	2%	3%	-23%	-2%	-1%	-18%	-1%	.

# Profiles from above:
# Listed for `CCC(C(=O)NCCC1=CCCCC1)n1nc(C)c2c(C)n(-c3ccccc3)nc2c1=O` (stereo not drawn) = TDP-43 yeast inh: 27%; EPAC2 agonist: -2%; PTHR1 ag: i; EPAC2 antag: -1%; aSyn rescue: 6%; EPAC1 antag: 2%; EPAC1 ag: -9%; FUS suppressor: 3%
# Listed for `CC(=O)c1ccc(NC(=O)C2C3C=CC(O3)C2C(=O)O)cc1` (stereo not drawn) = TDP-43 yeast inh: -9%; EPAC2 agonist: 4%; PTHR1 ag: 28%; EPAC2 antag: 1%; aSyn rescue: 1%; EPAC1 antag: -3%; EPAC1 ag: 11%; FUS suppressor: 15%

# (cont.)
no.	canonical_smiles	TDP-43 yeast inh	EPAC2 agonist	PTHR1 ag	EPAC2 antag	aSyn rescue	EPAC1 antag	EPAC1 ag	FUS suppressor
26	O=C(OCn1nnc2ccccc2c1=O)c1ccc(Br)o1	-10%	2%	i	7%	-8%	7%	5%	6%
27	O=C(O)COc1c(Cl)cc(/C=C2\NC(=O)NC2=O)cc1Br	-17%	-1%	i	2%	1%	-5%	5%	18%
28	CC(Oc1ccccc1)C(=O)Nc1nnc(S(=O)(=O)N(C)c2ccccc2)s1 (stereo not drawn)	14%	1%	-25%	-2%	5%	3%	2%	11%
29	CCOC(=O)c1c(C)[nH]c(C(=O)COC(=O)c2ccc(O)cc2)c1C	-4%	-3%	-19%	-1%	-8%	2%	3%	26%
30	Cc1cc2nc(-c3ccc(NC(=O)c4cccnc4)cc3)oc2cc1C	1%	3%	-10%[57.5 µM]	1%	-14%	1%	6%	20%
31	CCc1nnc(NC(=O)c2cccc(C(=O)Nc3nnc(CC)s3)n2)s1	?	-4%	-25%	16%	?	28%	-1%	4%
32	O=C(O)/C=C/C(=O)NCCc1ccccc1	-24%	6%	i	4%	-14%	12%	10%	-21%
33	O=C(CNC(=O)c1cccs1)NCC(=O)OCc1c(Cl)cccc1Cl	-10%	7%	i	12%	0%	23%	-12%	-1%
34	COc1cc(/C=C/C(=O)OCC(=O)N2CCCc3ccccc32)ccc1O	?	5%	i	-26%	3%	-2%	1%	8%
35	Cc1cccc(NC(=O)C2CCCN(C(=O)NC3CCCCC3)C2)c1C (stereo not drawn)	-16%	2%	-92%	-1%	.	4%	-5%	-13%
36	CCCC12CN3CC(CCC)(CN(C1)C3C(O)C(O)C(O)CO)C2=O (stereo not drawn)	-14%	5%	-17%[57.5 µM]	-2%	-3%	-6%	15%	19%
37	CCCCNC(=O)CCN1N=C(c2ccccc2)CCC1=O	9%	-3%	i	3%	4%	3%	-5%	16%
38	CCN(CC(=O)Nc1ccc2c(c1)OCCO2)C(=O)CCc1ccc(OC)cc1	3%	-1%	i	-2%	4%	6%	7%	12%
39	CC1CCN(S(=O)(=O)c2ccc3c(c2)oc(=O)n3CC(=O)N2CCc3ccccc3C2)CC1	18%	-5%	i	0%	-6%	-8%	10%	-7%
40	Cc1nc2ccccc2nc1OCC(=O)Nc1ccc(F)cc1	-7%	0%	i	3%	1%	-17%	-13%	8%
41	CC1CCCCN1C(=O)COC(=O)c1cc([N+](=O)[O-])ccc1N1CCOCC1 (stereo not drawn)	?	4%	-7%	6%	10%	-3%	?	5%
42	CCn1c(=O)c(C(=O)CN2CCc3ccccc32)c(N)n(Cc2ccccc2)c1=O	-25%	-1%	i	-11%	9%	11%	-1%	?
43	COc1ccc2ncc(S(=O)(=O)c3ccccc3)c(N3CCN(c4ccccc4)CC3)c2c1	16µM*	-2%	i	9%	?	-1%	3%	22%
44	COc1ccc(CCNC(=O)CN(c2ccc(OC)c(OC)c2)S(=O)(=O)c2ccc(C)cc2)cc1	-3%	-9%	-22%	-23%	-1%	4%	5%	2%
45	COc1cc(CN2CCN(CCOCCO)CC2)cc(OC)c1OC	-18%	-3%	i	10%	-15%	17%	-2%	3%
46	O=C(NCCCn1ccnc1)c1ccc(NS(=O)(=O)c2ccc(Cl)c(Cl)c2)cc1	0%	3%	-19%	-12%	-3%	10%	-3%	13%
47	Cc1[nH]c2ccc(F)cc2c1CCN(Cc1ccncc1)C(=S)Nc1ccccc1	4%	-1%	-15%	?	0%	-7%	-3%	18%
48	CC(=O)c1ccc(NC(=O)CSc2nnc(-c3ccco3)o2)cc1	13%	-2%	i	4%	-1%	?	0%	1%
49	Cc1sc2nc(C(C)C)nc(SCC(=O)NC3CC3)c2c1C	-14%	16%	-9%	-4%	-26%	0%	5%	16%
50	CCOc1ccc(NC(=O)CN2C(=O)NC(CCSC)C2=O)cc1 (stereo not drawn)	3%	3%	?	-3%	-3%	-23%	-3%	-11%
51	COc1ccc(NC(=O)C2=C(C)Nc3ncnn3C2c2ccc[nH]2)cc1 (stereo not drawn)	17%	.	-24%	.	2%	.	.	-9%

# Filtered by structure: those above with four or more nitrogen atoms
no.	canonical_smiles	TDP-43 yeast inh	EPAC2 agonist	PTHR1 ag	EPAC2 antag	aSyn rescue	EPAC1 antag	EPAC1 ag	FUS suppressor
11	CCC(C(=O)NCCC1=CCCCC1)n1nc(C)c2c(C)n(-c3ccccc3)nc2c1=O (stereo not drawn)	27%	-2%	i	-1%	6%	2%	-9%	3%
14	Cc1cnn(-c2cc(N/N=C/c3ccccc3Cl)ncn2)c1	-24%	5%	i	26%	-19%	0%	1%	23%
15	Cc1cc(C)cc(NC(=O)CSc2nnc(CNC(=O)c3ccco3)n2C)c1	-11%	0%	30%	2%	-1%	10%	12%	.
18	CCN(CC)S(=O)(=O)c1cc(NC(=O)CSc2nccn2C)ccc1C	3%	19%	-19%	-1%	-2%	-29%	-4%	23%
28	CC(Oc1ccccc1)C(=O)Nc1nnc(S(=O)(=O)N(C)c2ccccc2)s1 (stereo not drawn)	14%	1%	-25%	-2%	5%	3%	2%	11%
31	CCc1nnc(NC(=O)c2cccc(C(=O)Nc3nnc(CC)s3)n2)s1	?	-4%	-25%	16%	?	28%	-1%	4%
42	CCn1c(=O)c(C(=O)CN2CCc3ccccc32)c(N)n(Cc2ccccc2)c1=O	-25%	-1%	i	-11%	9%	11%	-1%	?
46	O=C(NCCCn1ccnc1)c1ccc(NS(=O)(=O)c2ccc(Cl)c(Cl)c2)cc1	0%	3%	-19%	-12%	-3%	10%	-3%	13%
47	Cc1[nH]c2ccc(F)cc2c1CCN(Cc1ccncc1)C(=S)Nc1ccccc1	4%	-1%	-15%	?	0%	-7%	-3%	18%
51	COc1ccc(NC(=O)C2=C(C)Nc3ncnn3C2c2ccc[nH]2)cc1 (stereo not drawn)	17%	.	-24%	.	2%	.	.	-9%

# Screens as filed in PubChem BioAssay.

# The list is partial; the hit share may differ from the screen's.
